TGFb SMAD3 inh: inhibitors of TGF-b signaling; HepG2 CAGA-GFP TGF-b/SMAD3 reporter, GFP fluorescence, 18 h; TGF-beta stimulated, 500 pg/mL final; Potency, µM (titrated, usually from 46.1 µM), inactives show top-dose activity, negative = inhibition, hits mostly inhibitors; actives 1.2% (n = 410,000); AID 588855; note: potency is the fitted concentration of half-maximal effect; % is set by controls: 0 for no effect and ±100 for the full control effect; nearly all actives have a fitted effect of over 65% in size
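Per well, imaged GFP fluorescence of HEPG2 CAGA-GFP cells gives the signal; cells get compound, then TGF-beta (500 pg/mL final), 18 h at 37 degrees C; %Activity versus -TGF-beta and +DMSO controls.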
Nrf2 inh: Nrf2 pathway inhibition. actives 2.1% (n = 360,000). Potency, µM (top dose mostly 46 µM), inactives show at the top dose activity change, negative = inhibition, most hits filed as inhibitors. A549 ARE-Fluc reporter, luciferase luminescence, 18-24 h; note: potency is the fitted concentration of half-maximal effect; % is set by controls: 0 for no effect and ±100 for the full control effect; nearly all actives have a fitted effect of over 60% in size
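Cells were seeded and rested 2 h, then exposed to compounds for 18-24 h. CellTiter-Fluor was read first as a viability measure. BugLite was added 15 min before the final luminescent read of ARE-luciferase activity in A549 cells.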
CCT chaperon mod: modulators of cytosolic chaperonin (CCT/TRiC) activity | purified chaperonin ATPase assay, HTRF ADP detection, 30 min | actives 0.3% (n = 360,000) | activity change, % (concentration not given with the values), hits read low; in the data active = activity change below about -30%; note: % is set by controls: 0 for no effect and ±100 for the full control effect
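First, chaperonin was dispensed at 40 nM or 20 nM final depending on batch activity. Next, compounds were pinned at 76 uM and ATP added at 10 uM. After 30 min at 37 °C, ADP detection reagents ran 30 min at ambient temperature.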
A549 viability: counter-screen for Nrf2 inhibitors: cytotoxicity in A549 cells; AID 504648; A549 ARE-Fluc cells, CellTiter-Fluor viability, 18-24 h; actives 0.16% (n = 390,000); Potency, µM (highest dose often 46 µM), for the others: at the top dose activity change, negative = cytotoxicity, most hits filed as inhibitors; note: potency is the fitted concentration of half-maximal effect; % is set by controls: 0 for no effect and ±100 for the full control effect
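Cytotoxicity counterscreen: CellTiter-Fluor fluorescence was measured in A549 ARE_Fluc cells after 18-24 h of compound exposure in a concentration series. The subsequent BugLite luminescent read reports ARE-luciferase activity.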
HepG2 viability: counter-screen for TGF-b inhibitors: cytotoxicity in HepG2 cells. HepG2 CAGA-GFP viability, ATP luminescence, 18 h. Potency, µM (titrated, usually from 46.1 µM), for inactives: at the highest dose activity change, negative = cytotoxicity, most hits filed as cytotoxic. actives 0.76% (n = 410,000). AID 588856; note: potency is the fitted concentration of half-maximal effect; some results filed as inactive show a strong effect at the top dose
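HepG2 CAGA-GFP cells (1000/well, DMEM with 1% FBS) received compound, then TGF-beta at 500 pg/mL final, and were incubated 18 hours at 37 degrees C. Viability was read by CellTiter-Glo luminescence. Media-only wells were set as complete cell-killing and DMSO as no toxicity.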
Nrf2 activator: activates Nrf2 signaling; actives 0.31% (n = 410,000); Potency, µM (highest dose often 46.1 µM), for inactives: at the highest dose activation, usual class: activators; AREc32 ARE-luciferase reporter (MCF7-derived line), luminescence, 24 h; AID 624171; note: potency is the fitted concentration of half-maximal effect; % of control where 0% means no effect; nearly all actives have a fitted effect of over 65% in size
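Luciferase luminescence (Steady-Glo, 30 min at room temperature) served as the read-out of ARE activation in AREc32 cells treated with compounds for 24 hr at 37 deg C.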
Abeta rescue: A-beta toxicity reversal in yeast; yeast expressing A-beta42, growth rescue, OD600, 48 h; response scale: 0% DMSO, 100% iron-clioquinol control; Potency, µM (series often up to 46.1 µM), inactives show at the highest dose growth rescue, most hits filed as activators; actives 0.063% (n = 410,000); AID 1347071; note: potency is the fitted concentration of half-maximal effect; nearly all actives have a fitted effect of over 55% in size
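Yeast A-beta toxicity model in growth medium with pinned compounds, 48 h at 30 C; growth read as absorbance at 600 nm. Normalized to FeCl3/clioquinol equimolar mix (positive) and DMSO (negative).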
MmCpn inh: M. maripaludis TRiC chaperonin inhibition; AID 504842; purified Mm-Cpn ATPase, ADP Transcreener TR-FRET; Potency, µM (series often up to 76.9 µM), for inactives: top-dose activity, negative = inhibition, actives largely listed as inhibitors; actives 0.031% (n = 330,000); note: potency is the fitted concentration of half-maximal effect; % is set by controls: 0 for no effect and ±100 for the full control effect; nearly all actives have a fitted effect of over 80% in size
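Eu-cryptate anti-ADP/ADP-d2 competition gives a ratio inversely related to ADP. Enzyme at 25 nM was pre-exposed to compound for 10 min, then given 10 uM ATP for 30 min, 37°C throughout.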
pAkt inh: blocks phosphorylation of Akt; Neuro2A IGF-stimulated pAkt S473 HTRF, 20 min; hits give low values; activity change, % for hits at 50 µM; actives 0.32% (n = 360,000); in the data active = activity change below about -80%; inconclusive = mostly about -51% to -80%; note: % is set by controls: 0 for no effect and ±100 for the full control effect
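Single-point screen (50 µM final compound) in Neuro2A cells stimulated 20 min with 6 nM IGF at 37 deg C. After lysis, Ser473-phosphorylated Akt read by HTRF (ex 330 nm, em 615/665 nm) as the 665/615 ratio.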
Active calls of the source: *; i = inactive; ? = inconclusive; nt = no result given; & = joins results of further samples; [ ] = dose if it differs, or a comment. Unless noted, calls come from the whole dose curve; as a rule, active = well fitted curve in the direction sought with a large enough effect; inconclusive = small, poorly fitted or top-dose-only effect, or another doubt; inactive = no such curve, though single readings can be large; an effect the other way counts as inactive or inconclusive. No enrichment for hits. Share with any hit: about 4.3%.

Order of results: TGFb SMAD3 inh	Nrf2 inh	CCT chaperon mod	A549 viability	HepG2 viability	Nrf2 activator	Abeta rescue	MmCpn inh	pAkt inh
- O=C(NN1C(=O)c2ccccc2C1=O)c1ccncc1
  2%	-3%	1.1	-1%	5%	0.3%	-3%	0%	i
- CC(=O)N1CCC2(CC1)CC(=O)c1cc(OCC(=O)N3CCCC3)ccc1O2
  -3%	-8%	-9.2	3%	-31%	-1.6%	1%	-2%	i
- O=C(CCC(=O)N/N=C/c1c[nH]c2ccccc12)NCc1ccccc1
  -1%	16%	-0.1	4%	-5%	11%	1%	1%	i
- O=C(Nc1nc2nc(-c3ccccc3)cc(-c3ccccc3)n2n1)c1ccco1
  -5%	?	-2.0	?	-22%	6.1%	5%	-5%	i
- CCn1c(NCc2ccc(OC)cc2)nc2ccccc21
  -4%&-10%	7%	-1.3	-3%&1%	-23%&-11%	4.1%&5.5%	-2%&-6%	1%	i
- N#Cc1ccc(NC(=O)CSc2cn[nH]n2)cc1
  -9%	7%	-0.2	-6%	-24%	-1.4%	-1%	2%	i
- Cc1ccc(/C=N/NC(=O)c2ccccc2OCc2cccc(Br)c2)o1
  ?	?	0.6	-26%	-4%	3.2%	-6%	-1%	i
- CCn1c(=O)cc(SCC(=O)Nc2ccc(OC)c(OC)c2)c2ccccc21
  -3%	16µM*	0.1	-26%	-34%	1.4%	4%	2%	i
- CCOC(=O)c1c[nH]c2ccc3ccccc3c2c1=O
  1%	?	0.1	-7%	-4%	-0.6%	-29%	-2%	i
- CCN(CC)S(=O)(=O)c1cccc(-c2nnc(SCCCC(=O)c3ccc(F)cc3)o2)c1
  -3%	23µM*	0.3	-16%	-6%	0.6%	7%	-7%	nt
- Cc1ccc(-n2c(COc3cccc(C)c3)n[nH]c2=S)cc1
  10%	19%	0.4	10%	-1%	1.5%	?	1%	i
- c1ccc(NC2=NCCN2CC2CCCC2)cc1
  11%	-2%	0.9	-1%	11%	-0.7%	11%	1%	i
- CN(C)c1ccc(CNC(=O)CCS(=O)(=O)c2ccc3c(c2)n(C)c(=O)c(=O)n3C)cc1
  5%	6%	0.0	6%	-2%	0.6%	-10%	1%	i
- CCN(CC)S(=O)(=O)c1ccc2[nH]cc(C(=O)NC3CC3)c(=O)c2c1
  -8%	-15%	0.1	1%	2%	-0.5%	-4%	-3%	i
- CCC(Sc1nc2c(sc3ccccc32)c(=O)n1CCc1ccccc1)C(=O)N(CC)CC (stereo not given)
  1%	nt	nt	0%	-19%	0.0%	2%	nt	nt
- COc1ccc(C(c2nnnn2-c2ccc(OC)cc2)N2CCN(C/C=C/c3ccccc3)CC2)cc1 (stereo not given)
  ?	nt	1.8	nt	2%	0.5%	-6%	nt	i
- COCCN(CCOC)Cc1c(C)[nH]c2c(C)c(C)ccc2c1=O
  -5%	5%	0.4	12%	-2%	0.0%	11%	1%	i
- CCN(CC)c1ccc(NC(=O)CN2CCN(c3ccccc3OC)CC2)cc1
  -3%	nt	nt	0%	-19%	0.2%	-4%	nt	nt
- O=S(=O)(NCc1ccc(F)cc1)c1ccc(N2CCCCS2(=O)=O)cc1
  -18%	nt	nt	-4%	-17%	-2.0%	-23%	nt	nt
- CCCCCn1c(=O)[nH]c2cc(C(=O)N3CCN(c4cccc(C)c4)C(C)C3)ccc2c1=O (stereo not given)
  ?	?	nt	-16%	-19%	0.4%	13%	nt	nt
- Cc1ccc(C2(c3ccccc3)NC(=O)N(CC(=O)NC3CCCCC3)C2=O)cc1C (stereo not given)
  -2%	-17%	-1.1	-5%	0%	-0.4%	25%	0%	i
- COc1ccc(-n2c(SCC(=O)Nc3ccccc3)nnc2-c2ccc(NS(=O)(=O)c3ccc(C)cc3)cc2)cc1
  -9%	0%	-2.0	-21%	-30%	0.3%	-5%	-1%	i
- O=C(CC(NC(=O)OCc1ccccc1)C(=O)OCc1ccccc1)OCc1ccccc1 (stereo not given)
  -3%	-2%	0.1	2%	2%	-0.6%	10%	nt	i
- Cc1ccc(C)c(-c2cc(C(=O)N/N=C/c3cccnc3)c3ccccc3n2)c1
  73%[activator]	9%	-2.2	0%	-10%	2.4%	1%	0%	i
- CC1(C)CC2CC(C)(CN2/C=N/c2sc3c(c2C#N)CC(C)(C)NC3(C)C)C1 (stereo not given)
  ?	?	-2.8	4%	-79%	5.5%	2%	0%	i
- CN(C)c1ccc(C(=O)N2CC(=O)N(CCc3ccccc3)C(=O)C2)cc1
  19%	4%	-0.9	1%	8%	-0.5%	9%	1%	i
- COc1ccccc1OCCCOc1c(Cl)cc(C)cc1Cl
  -23%	12%	-1.7	?	-13%	2.5%	11%	2%	i
- CCC(c1nnnn1Cc1ccco1)N(Cc1ccccc1OC)Cc1cc2cc(C)ccc2[nH]c1=O (stereo not given)
  4%	nt	-5.5	?	6%	2.0%	-2%	0%	i
- CNC(=O)c1nnc(Cc2ccc(Cl)cc2)o1
  -3%	16%	-0.8	3%	-4%	-0.6%	-7%	0%	i
- COc1cc(NC(=O)COC(=O)c2cnccn2)c(C)cc1[N+](=O)[O-]
  -20%	8%	0.0	2%	-40%	-0.6%	-12%	0%	i

Structures shown so far that contain a cyano group, in the order listed:
Order of results: TGFb SMAD3 inh	Nrf2 inh	CCT chaperon mod	A549 viability	HepG2 viability	Nrf2 activator	Abeta rescue	MmCpn inh	pAkt inh
- N#Cc1ccc(NC(=O)CSc2cn[nH]n2)cc1
  -9%	7%	-0.2	-6%	-24%	-1.4%	-1%	2%	i
- CC1(C)CC2CC(C)(CN2/C=N/c2sc3c(c2C#N)CC(C)(C)NC3(C)C)C1 (stereo not given)
  ?	?	-2.8	4%	-79%	5.5%	2%	0%	i

Some of these compounds in order of the Nrf2 activator value, rising:
| mol | Nrf2 activator |
| --- | --- |
| O=S(=O)(NCc1ccc(F)cc1)c1ccc(N2CCCCS2(=O)=O)cc1 | -2.0% |
| CN(C)c1ccc(C(=O)N2CC(=O)N(CCc3ccccc3)C(=O)C2)cc1 | -0.5% |
| Cc1ccc(C)c(-c2cc(C(=O)N/N=C/c3cccnc3)c3ccccc3n2)c1 | 2.4% |

Carrying on.
Order of results: TGFb SMAD3 inh	Nrf2 inh	CCT chaperon mod	A549 viability	HepG2 viability	Nrf2 activator	Abeta rescue	MmCpn inh	pAkt inh
- Cc1n[nH]c(=O)n1-c1ccc(Oc2ccccc2)cc1
  -2%	0%	-105*	-13%	-1%	-0.6%	-12%	-1%	i
- COc1ccc(C2=C(C)C(=NCCCN3CCN(c4cc(Cl)ccc4C)CC3)NS2(=O)=O)cc1
  ?	?	nt	14%	-40%	-0.6%	-1%	nt	nt
- CCOC(=O)CSc1nnc(CCc2nc3ccccc3[nH]2)n1C
  26%	1%	0.7	4%	-28%	-0.6%	6%	0%	i
- CCOc1ccc(CCNC(=O)c2cnc3sc(N(CC)CC)nn3c2=O)cc1OCC
  -18%	5%	nt	4%	-22%	0.1%	-6%	nt	nt
- CCCn1c(=O)c(C(=O)Nc2cccc(C)c2)c(O)c2ccccc21
  1%	?	-2.5	12%	-2%	2.7%	-36%[inhibitor]	-1%	i
- Cc1ccc(CNC(=O)CSc2nc3ccccc3c(=O)n2CC2CCCO2)cc1 (stereo not given)
  -8%	-7%	-0.2	6%	-29%	-0.5%	-15%	-1%	i
- CCCOC(=O)C1=C(C)N(C)C(=O)NC1c1cc2c(cc1Br)OCO2 (stereo not given)
  -11%	2%	1.4	2%	-6%	2.3%	0%	4%	i
- CCCCN1C(=S)SC(C)(C)C1/[N+]([O-])=C/c1cccnc1 (stereo not given)
  22%	-11%	0.2	-1%	3%	0.5%	19%	1%	i
- Cc1oc(-c2ccccc2F)nc1CS(=O)(=O)CC(=O)NCCc1ccc(Cl)cc1
  ?	-21%	nt	-12%	-23%	2.2%	-18%	nt	nt
- Clc1cccc(-c2nnc3n2CCCCC3)c1
  9%	-11%	-5.1	-11%	18%	-0.4%	5%	2%	i
- CC(C)(C(=O)N[C@H](CO)c1ccccc1)C(=O)N[C@H](CO)c1ccccc1
  12%	-5%	-1.0	-1%	0%	0.0%	4%	1%	i
- O=C(NCc1ccc(Cl)cc1)C1CCN(S(=O)(=O)N2CCOCC2)CC1
  6%	8%	3.1	-3%	-4%	-0.4%	5%	-1%	i
- CN(C)/C=C(\C=O)c1cccc(Cl)c1
  2%	12%	2.7	-2%	4%	-0.3%	-6%	1%	i
- CC(C)CN(CCCNC(=O)CN1C(=O)COc2ccc(S(=O)(=O)N3CCCCCC3)cc21)CC(C)C
  4%&18%	22%&-3%	1.5	1%&-9%	0%&-6%	0.3%&-0.7%	-2%&-22%	1%	i
- CCOC(=O)c1c(S(=O)(=O)NCCc2ccc(OC)c(OC)c2)c(C)n(C)c1C
  -1%	-5%	1.1	3%	-15%	-0.1%	12%	1%	i
- CCCc1nc2c(Cl)cc(C(F)(F)F)cn2c1Cc1ccc(OC)cc1C
  nt	nt	-2.1	nt	nt	5.3%	4%	nt	i

Screening results deposited in PubChem BioAssay by National Center for Advancing Translational Sciences (NCATS).
